HCV inhibitor – qHTS Assay for Inhibitors of Hepatitis C Virus (HCV). Huh7.5.1 HCVcc-Cre infection, luciferase reporter, 44 h. Potency, µM (series often up to 41.8 µM), for inactives: at the top dose activity change, negative = inhibition, most hits filed as inhibitors. hit rate 3.4% among 340,000; note: potency is the fitted concentration of half-maximal effect
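Whole-lifecycle infectious HCVcc-Cre system; cells 1,000/well, compound then virus (~0.5 moi) added 4 h after plating, 44 h culture. Luciferase read 15 sec following 15 min substrate incubation, room temp.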
LmPK inhibitor – qHTS Assay for Inhibitors of Leishmania Mexicana Pyruvate Kinase (LmPK). purified LmPK, Kinase-Glo ATP luminescence, 1 h. Potency, µM (doses to about 57.5 µM), for inactives: top-dose activity change, negative = inhibition, most hits filed as inhibitors. hit rate 0.37% among 290,000; note: potency is the fitted concentration of half-maximal effect
Target sequence (Q27686 whole entry, looked up): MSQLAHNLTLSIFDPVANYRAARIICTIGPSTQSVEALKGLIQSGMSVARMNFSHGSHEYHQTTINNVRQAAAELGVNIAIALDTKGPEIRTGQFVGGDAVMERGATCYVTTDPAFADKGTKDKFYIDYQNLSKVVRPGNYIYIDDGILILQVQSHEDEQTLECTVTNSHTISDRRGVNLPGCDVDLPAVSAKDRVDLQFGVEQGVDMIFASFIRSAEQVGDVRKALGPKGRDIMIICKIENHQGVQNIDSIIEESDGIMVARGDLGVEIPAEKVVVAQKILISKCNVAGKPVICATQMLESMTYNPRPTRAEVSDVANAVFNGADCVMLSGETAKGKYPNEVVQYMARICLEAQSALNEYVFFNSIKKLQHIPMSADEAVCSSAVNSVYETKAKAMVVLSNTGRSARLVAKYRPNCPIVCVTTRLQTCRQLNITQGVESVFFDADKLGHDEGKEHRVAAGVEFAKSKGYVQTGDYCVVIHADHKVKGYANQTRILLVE
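qHTS format; LmPK 0.1 nM; substrates PEP 0.5 mM and ADP 0.1 mM. One-hour room-temperature incubation, then coupled luciferase luminescence; 0.5 nM enzyme wells mark activation.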
AMA1-RON2 inh – qHTS for Inhibitors of AMA1-RON; Towards Development of Antimalarial Drug Lead: Primary Screen | Plasmodium falciparum AMA1 (3D7) - RON2 peptide interaction | AlphaScreen AMA1-biotinylated RON2 peptide binding | Potency, µM (doses to about 58.2 µM), for the others: at the highest dose activity change, negative = inhibition, actives largely listed as inhibitors | hit rate 0.2% among 360,000;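 note: potency is the fitted concentration of half-maximal effect; 0% = vehicle wells and -100% = peptide control; nearly all actives have a fitted effect of over 45% in size; some results filed as inactive show a strong effect at the top dose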
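AMA1 (3D7) with his tag at 25 nM final met compounds first, then biotinylated RON2 peptide at 25 nM; detection used donor plus acceptor beads, 10 µg/mL apiece, read by AlphaScreen after 30 min at room temperature.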
AmpC no deterg – qHTS Inhibitors of AmpC Beta-Lactamase (assay without detergent); P00811; AmpC nitrocefin hydrolysis, absorbance 480 nm, 0.0001% Triton; Potency, µM (highest dose often 57.1 µM), for the others: top-dose activity change, negative = inhibition, hits mostly inhibitors; hit rate 0.52% among 330,000;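 note: potency is the fitted concentration of half-maximal effect; plate controls were no compound for no effect and no enzyme for full effect; nearly all actives have a fitted effect of over 20% in size; some results filed as inactive show a strong effect at the top dose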
Target sequence (P00811 whole entry, looked up): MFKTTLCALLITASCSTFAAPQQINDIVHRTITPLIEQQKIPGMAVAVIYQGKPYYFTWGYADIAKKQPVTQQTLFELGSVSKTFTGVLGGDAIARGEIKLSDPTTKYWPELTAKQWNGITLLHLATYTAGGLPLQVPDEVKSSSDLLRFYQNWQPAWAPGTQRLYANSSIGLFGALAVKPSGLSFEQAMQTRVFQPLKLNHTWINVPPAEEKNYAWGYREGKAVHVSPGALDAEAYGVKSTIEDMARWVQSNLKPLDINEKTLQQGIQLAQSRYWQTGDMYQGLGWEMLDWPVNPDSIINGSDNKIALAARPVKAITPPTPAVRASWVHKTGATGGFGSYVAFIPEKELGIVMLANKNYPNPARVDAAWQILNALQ
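AmpC (5.3 nM in the dispensed reagent) in 20 mM phosphate pH 7.0 with 0.01% (detergent screen) or 0.0001% Triton X-100 was preincubated with compounds for 15 min at room temperature. Nitrocefin was then added from an 800 uM solution, and hydrolysis was followed at 480 nm.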
HCMV antiviral – qHTS Assay for inhibitors of the human cytomegalovirus (HCMV); HFF cells, HCMV-luciferase reporter, 72 h; stronger effect = lower value; activity change, negative = inhibition, % at 57.5 µM; AID 1259415, 2018; hit rate 4.5% among 410,000; in the data active = activity change below about -60%; inconclusive = no clear call, values can overlap the other calls; inactive = above about -39%
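Two-dose cell screen: HFF monolayers treated with compounds and infected with luciferase-expressing HCMV at 1 PFU/cell, 72 h at 37C, then lysed for luciferase measurement.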
AmpC inh detg – qHTS Inhibitors of AmpC Beta-Lactamase (assay with detergent) | P00811 | AmpC hydrolysis of nitrocefin, absorbance 480 nm, 0.01% Triton | Potency, µM (series often up to 114 µM), inactives show top-dose activity change, negative = inhibition, most hits filed as inhibitors | hit rate 0.041% among 370,000 | AID 485294, 2010;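 note: potency is the fitted concentration of half-maximal effect; 0% = no-compound wells and -100% = no-enzyme wells; nearly all actives have a fitted effect of over 25% in size; some results filed as inactive show a strong effect at the top dose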
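20 mM phosphate pH 7.0 + 0.01% (detergent screen) or 0.0001% Triton X-100; 5.3 nM AmpC reagent; cpd preinc 15 min RT; nitrocefin (800 uM stock) to start; A480 q20 s × 4 min; Activity was normalised to no-enzyme and no-compound control wells.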
Tb PYK inh – qHTS of Trypanosoma Brucei Inhibitors | pyruvate kinase (Trypanosoma brucei), Q57TT1 | TbPYK enzyme, Kinase-Glo Plus ATP luminescence, 45 min | Potency, µM (doses to about 76.8 µM), without a hit: at the highest dose activity, negative = inhibition, hits mostly inhibitors | hit rate 0.12% among 410,000 | AID 624173, 2012; note: potency is the fitted concentration of half-maximal effect; nearly all actives have a fitted effect of over 50% in size
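Enzyme and substrate buffer are dispensed first and compound is pin-transferred. ADP at 130 uM final then starts the reaction, which runs 45 min at room temperature. Detection reagent is added for 10 min before luminescence is imaged.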
* marks the source's active call; other numbers are inactive results; ? = inconclusive; / = no result given; & = joins results of further samples; [ ] = dose if it differs, or a comment. Unless noted, calls come from the whole dose curve; as a rule, active = well fitted curve in the direction sought with a large enough effect; inconclusive = small, poorly fitted or top-dose-only effect, or another doubt; inactive = no such curve, though single readings can be large; an effect the other way counts as inactive or inconclusive. Unless noted, % is set by controls: 0 for no effect and ±100 for the full control effect.

SMILES	HCV inhibitor	LmPK inhibitor	AMA1-RON2 inh	AmpC no deterg	HCMV antiviral	AmpC inh detg	Tb PYK inh
COCCCNC(=O)C[C@@H]1C[C@@]2(C(=O)OC)CCCCC=C2N(CCC2=CCCCC2)C1=O	/	/	4%	/	-10	/	-1%
CC(C)Nc1ncnc2c1ncn2[C@H]1CN(Cc2ccccc2)C[C@@H](CO)O1	/	/	0%	/	5	/	0%
Cc1cccc(OCCSc2nc3ccccc3n2CC(=O)N2CCOCC2)c1C	/	/	/	/	-6	-4%	2%
Cc1ccccc1OCCSc1nnc(-c2ccncc2)n1C	-2%	-3%	-4%	-6%	9	0%	-6%
Cc1cc(S(=O)(=O)N2CCN=C2c2ccccc2)c(Cl)cc1Cl	-9%	0%	0%	-16%	-11	-11%	-5%
COc1ccc(Cc2c(-c3ccc(C)cc3)nc3cc(C)c(Br)c(C)n23)c(C)c1	/	/	-1%	/	50	/	5%
COc1ccccc1N1CCN(S(=O)(=O)CCNC(=O)CC2CCCC2)CC1	/	/	7%	/	22	/	1%
O=C(COc1ccc([N+](=O)[O-])cc1Cl)Nc1ccc2[nH]c(=O)[nH]c2c1	2%	/	-10%	-19%	-7	/	-6%
O=C(COc1ncnc2ccccc12)Nc1ccc(Cl)c([N+](=O)[O-])c1	0%	1%	12%	-42%	25	-8%	-1%
S=C(NCCN1CCOCC1)N/N=C/c1ccccc1	20%	-1%	63%[activator]	-17%	39	-1%	1%
Cc1cc(NC(=O)Nc2cc(C)nn2-c2ccccc2)n(-c2ccccc2)n1	?	3%	11%	-19%	-15	-14%	-5%
CCOC(=O)C1(CCOc2ccccc2)CCN(Cc2ccc(OC)c(COC)c2)CC1	11µM*	-1%	?	109%[activator]	-39	-15%	-3%
Cc1ccccc1C(=O)N1CCC(C(=O)N(CC(C)C)c2c(N)n(Cc3ccccc3)c(=O)[nH]c2=O)CC1	21%	/	9%	-31%	-34	-12%	3%
CCN(CC)S(=O)(=O)c1cccc(C(=O)NC(Cc2c[nH]c3ccccc23)c2nnc3n2CCC3)c1 (configuration not stated)	32%[activator]	0%	32%[activator]	174%[activator]	-61*	-6%	-4%
O=C(CCl)N(Cc1cccc([N+](=O)[O-])c1)c1cccc(Cl)c1	4µM*	-4%	-4%	-9%	-100*	-7%	1%
CC(=O)Oc1ccc(N2C(=O)CC(N3CCOCC3)C2=O)cc1 (configuration not stated)	10%	1%	-7%	-10%	25	-13%	-1%
CC(C)/C(C=O)=C(/NC1CCCCC1)c1ccccc1	8%	/	-2%	/	-12	/	0%
Cc1ccc(S(=O)(=O)N2CCC(C(=O)N3CCC[C@H]3C(=O)NCC(C)C)CC2)cc1	20%	6%	24%	30%	-15	0%	-4%
CC(C)C(=O)NNc1nc2ccccc2s1	3%	-8%	11%	-9%	40	0%	-5%
O=C(Nc1cccc(C(F)(F)F)c1)N1CC2CCCN2c2ccccc21 (configuration not stated)	/	/	/	/	-2	-4%	-22%
CC1CCN(C(=O)C(C)OC(=O)CSc2ccc([N+](=O)[O-])cc2)CC1 (configuration not stated)	8%	/	9%	6%	4	-7%	-12%
CC(=O)Nc1nc2ccc(Br)cc2s1	?	-11%	-3%	-24%	31	5%	-1%
COc1ccc2oc(C(=O)OCC(=O)NC3CCCCC3)c(C)c2c1	-12%	/	0%	-14%	4	?	-1%
CC(Nc1nc(Nc2ccc(F)cc2)nc(SCC(N)=O)n1)c1ccccc1 (configuration not stated)	1%	8%	1%	50%	-35	?	-1%
O=C(C1CCN(S(=O)(=O)N2CCOCC2)CC1)N1CCN(c2ccc(F)cc2)CC1	?	0%	?	44%	-74*	2%	-1%
Later entries
SMILES	HCV inhibitor	LmPK inhibitor	AMA1-RON2 inh	AmpC no deterg	HCMV antiviral	AmpC inh detg	Tb PYK inh
CCOC(=O)C1=C(COC(=O)c2nc(Cl)ccc2Cl)NC(=O)NC1C (configuration not stated)	9%	/	4%	-15%	8	-14%	-4%
O=C(NCCc1ccccc1)c1cc(-c2ccco2)on1	?	-3%	-4%	-19%	109	-1%	-2%
O=C(C[n+]1ccccc1)Nc1ccc(Cl)c([N+](=O)[O-])c1	-6%	-7%	-2%	-17%	31	?	-9%
Cn1ccc(C(=O)OCC(=O)Nc2ccccc2)n1	18%	-4%	14%	-5%	-22	0%	-8%
Cc1c(P(=S)(c2ccccc2)c2ccccc2)[n+]2ccccc2n1C	?	3%	4%	13%	-64*	-4%	0%&-5%
CCOC(=O)c1cc2c(=Cc3ccc(N(C)C)cc3)c3ccccc3n2[n+]1C	?	/	20µM*	/	-88*	/	-30%
Cc1ccc(C2(c3ccccc3)NC(=O)N(CC(=O)NCc3ccccc3)C2=O)cc1C (configuration not stated)	?	/	-1%	-11%	-16	5%	5%
Cn1cccc1-c1nc2ccccc2n1Cc1ccccc1	-11%	-2%	?	-14%	-12	?	-5%
Cc1ccc(-c2nnc3ccc(SCC(=O)N4CCCc5ccccc54)nn23)cc1	?	1%	3%[2.32 µM]	-9%	0	-10%	6%
O=S(=O)(NCC1CCCO1)c1ccc(S(=O)(=O)N(Cc2ccc(F)cc2)Cc2ccccn2)cc1 (configuration not stated)	2%	1%	16%	38%	?	?	3%
Cn1cnc(S(=O)(=O)Nc2ccc3c(c2)OCCO3)c1	13%	-6%	4%	-7%	30	8%	-3%
Cc1ccc(C)c(-c2nc3cc(N)ccc3o2)c1	?	-9%	0%	3%	-10	-6%	-5%
COc1ccc(/C=N/NC(=O)COc2ccccc2-c2ccccc2)cc1	5.6µM*	3%	-5%	?	-68*	3%	-4%
O=[N+]([O-])c1ccc(CN2CCSCC2)cc1	21%	2%	?	-3%	-25	-4%	-3%
O=C(Cn1nc(C(=O)O)c2ccccc2c1=O)Nc1cc(Cl)ccc1-n1cncn1	-26%	/	-4%	-2%	15	0%	4%
C=CCC[C@H](Cc1ccc(F)cc1)C(=O)OC[C@@H](NC(=O)[C@H](CC=C)CC(=O)NCCO)C(C)(C)C	5%	/	3%	294%[activator]	-31	/	6%
CCC(=NCCCN(CC)CC)c1c(O)n(-c2ccccc2)c(=O)[nH]c1=O	7%	-4%	39%	-23%	-5	-10%	0%
CC(C)(C)c1nc(N2CCN(C(=O)c3ccco3)CC2)c2nnn(Cc3ccccc3Cl)c2n1	?	6%	?	30%	-2	-13%	5%
OCC1(Cc2ccccc2)CCN(C2CCN(c3ccccc3F)CC2)CC1	-29%	11%	2%	-6%	-36	-5%	6%
N#Cc1cnn2c1nc(N1CCCCC1)c1ccccc12	?	0%	4%	-19%	50	-14%	6%
COc1ccc(CCNC(=O)C2(c3cccs3)CCOCC2)cc1OC	/	/	/	/	-4	4%	1%
CCOCCCNC(=O)c1cn(C)c2ccc(S(=O)(=O)N(C)C3CCCCC3)cc2c1=O	/	4%	/	49%	/	-11%	/
O=C(NCCc1cccc(F)c1)C1CCC(=O)N(CCCc2ccccc2)C1 (configuration not stated)	23%	5%	-8%	106%[activator]	5	?	-1%
CCn1c(SCC(=O)Nc2ccc3c(c2)OCO3)nnc1C(C)C	6%	0%	-5%	-23%	-9	-7%	-1%
Cc1nnsc1NC(=O)OCC(C)(C)C	4%	-4%	6%	-11%	-6	-14%	-1%
Continuation:
SMILES	HCV inhibitor	LmPK inhibitor	AMA1-RON2 inh	AmpC no deterg	HCMV antiviral	AmpC inh detg	Tb PYK inh
CCc1sc(C(=O)Nc2ccc3nc(C)sc3c2)cc1C	?	/	7%	114%[activator]	5	/	2%
CN(CC(=O)Nc1ccc(F)c(F)c1F)C(=O)c1ccc2c(c1)S(=O)(=O)N=C1CCCCCN12	-10%	/	-2%	-14%	-12	-13%	2%
CSc1nc(C)cc(Oc2ccccc2)n1	-2%	2%	17%	-8%	-25	0%	-1%
CCN(CC)C(=O)CSc1ncnc2sc(C)c(C)c12	-27%	-2%	7%	-1%	-34	-3%	-4%
COCCNC(=O)C(C)N(c1ccc(OC)cc1)S(C)(=O)=O (configuration not stated)	3%	2%	12%	-14%	-17	-2%	5%
CCC(=O)NCCc1nc2cc(NC(=O)c3ccco3)ccc2n1C	18%	1%	2%	-24%	5	-5%	1%
CCC1(C)N(O)C(C)(C)C(c2ccc(F)cc2)=[N+]1[O-] (configuration not stated)	5%	1%	0%	-17%	-20	?	2%
COc1cccc(N2CC(NC(=O)c3cccc4ccccc34)CC2=O)c1 (configuration not stated)	-8%	/	8%	?	-25	?	-1%
CCCNCc1nnc(-c2ccccc2Cl)o1	13%	1%	-14%	-22%	4	?	3%
O=S(=O)(Cc1cc(Sc2ccccc2)nc(-c2ccccc2)n1)c1ccccc1	?	8%	2%	-14%	-27	2%	2%
C=CCOc1ccc(/C(O)=C2/C(=O)C(=O)N(CCCn3ccnc3)C2c2ccco2)cc1 (configuration not stated)	21%	-1%	-6%	-4%	29	-1%	3%
CCN(CC)S(=O)(=O)c1ccc(NS(=O)(=O)c2ccc(O)c([N+](=O)[O-])c2)cc1	8%	10%	-13%[11.6 µM]	-11%	-7	-18%	-1%
Cc1cc(C)n2nc(C(=O)OCC(=O)Nc3ccc(C)c(F)c3)nc2n1	8%	/	24%	-10%	49	/	5%
Cc1nn(C)cc1S(=O)(=O)N1CCN(Cc2ccccc2Cl)CC1	5%	0%	0%	1%[2.29 µM]	-36	?	8%
CCOc1ccc(-c2cccc(NS(=O)(=O)c3ccccc3[N+](=O)[O-])c2)nn1	20%	/	3%	-42%	7	0%	-1%
C/C(=N\NC(=O)c1cc(C)nc2ccccc12)c1cccc(Cl)c1	?	-4%	-1%	224%	-13	-1%	-4%
O=c1[nH]c(C(F)(F)F)nc2c1nnn2Cc1ccccc1F	-16%	10%	-4%	-16%	71	2%	5%

An excerpt from above, limited to HCMV antiviral and LmPK inhibitor:
Molecule,HCMV antiviral,LmPK inhibitor
COc1cccc(N2CC(NC(=O)c3cccc4ccccc34)CC2=O)c1 (configuration not stated),-25,/
CCCNCc1nnc(-c2ccccc2Cl)o1,4,1%
O=S(=O)(Cc1cc(Sc2ccccc2)nc(-c2ccccc2)n1)c1ccccc1,-27,8%
C=CCOc1ccc(/C(O)=C2/C(=O)C(=O)N(CCCn3ccnc3)C2c2ccco2)cc1 (configuration not stated),29,-1%
CCN(CC)S(=O)(=O)c1ccc(NS(=O)(=O)c2ccc(O)c([N+](=O)[O-])c2)cc1,-7,10%

Screens from PubChem.
